Screening data (PubChem BioAssay)
EPAC1 ag – EPAC1 (human) agonism. AID 720707. EPAC1 agonist qHTS, biochemical assay; response scale: 100% = response to 6.5 mM cAMP. 0.073% of 360,000 active. O95398. Potency, µM (highest dose often 154 µM), for the others: top-dose activation, usual class: activators; note: potency is the fitted concentration of half-maximal effect; nearly all actives have a fitted effect of over 60% in size
Target sequence (O95398 whole entry, looked up): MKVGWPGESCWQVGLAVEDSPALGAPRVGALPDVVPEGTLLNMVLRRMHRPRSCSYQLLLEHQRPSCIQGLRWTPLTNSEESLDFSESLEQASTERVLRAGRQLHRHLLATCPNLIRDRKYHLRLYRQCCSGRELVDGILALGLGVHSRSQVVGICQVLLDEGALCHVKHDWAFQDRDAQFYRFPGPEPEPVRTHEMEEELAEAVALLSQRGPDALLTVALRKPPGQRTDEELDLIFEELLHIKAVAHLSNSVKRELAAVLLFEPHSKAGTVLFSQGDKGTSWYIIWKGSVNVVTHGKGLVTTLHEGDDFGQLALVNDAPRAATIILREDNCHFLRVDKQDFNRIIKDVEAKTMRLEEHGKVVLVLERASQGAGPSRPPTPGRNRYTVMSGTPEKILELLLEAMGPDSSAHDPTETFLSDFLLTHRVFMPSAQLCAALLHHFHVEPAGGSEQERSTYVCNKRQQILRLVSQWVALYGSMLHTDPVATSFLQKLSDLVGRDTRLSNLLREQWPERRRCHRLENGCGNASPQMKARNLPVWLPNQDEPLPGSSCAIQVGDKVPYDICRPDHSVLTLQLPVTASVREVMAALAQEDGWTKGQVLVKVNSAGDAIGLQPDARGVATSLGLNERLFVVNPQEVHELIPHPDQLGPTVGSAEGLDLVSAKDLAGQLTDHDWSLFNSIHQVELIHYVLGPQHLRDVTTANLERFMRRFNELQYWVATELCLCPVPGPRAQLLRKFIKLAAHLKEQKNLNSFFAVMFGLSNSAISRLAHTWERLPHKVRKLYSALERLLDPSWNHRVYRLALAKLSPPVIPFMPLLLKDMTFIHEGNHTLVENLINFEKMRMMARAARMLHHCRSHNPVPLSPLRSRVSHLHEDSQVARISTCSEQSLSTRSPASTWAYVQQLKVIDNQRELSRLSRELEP
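EPAC1 100 nM, Rap1B–BODIPY-GDP 250 nM, unlabeled GDP 50 uM; compound titration; 5 min RT; kinetic read ex480/em540 at 5-min intervals ×30 min; data normalized to 6.5 mM cAMP agonist control.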
IL2 activator – activators of IL-2 | IL-2 activation reporter assay, cell-based qHTS; stimulated with anti-CD3/CD4/CD28 beads; in transgenic mouse T cells | activation, % (series mostly up to about 46 µM) | 0.065% of 360,000 active | AID 652025; in the data active = activation above about 50%; inconclusive = mostly about 30% to 49%; note: 0% is about no effect
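Unstimulated transgenic mouse T cells preincubated 60 min with compound, then stimulated with anti-CD3/anti-CD4-coated beads plus anti-CD28 for 18 h at 37 degrees C. IL-2 response read as EGFP and DsRed fluorescence by plate cytometry.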
PLK1 PBD inh – blocks phosphopeptide binding to human PLK1 polo-box domain. P53350. Plk1 PBD binding of FITC phosphopeptide, fluorescence polarization. Potency, µM, inactives show max response, negative = inhibition, actives largely listed as inhibitors. 2.8% of 360,000 active. AID 720504; note: potency is the fitted concentration of half-maximal effect; series mostly up to about 57 µM; % is set by controls: 0 for no effect and ±100 for the full control effect; nearly all actives have a fitted effect of over 65% in size
GLP1R cytotox – cytotoxicity counter-screen for GLP-1 receptor inverse agonists | HEK293 cAMP-luciferase reporter cells, luminescence, 24 h | AID 624418 | 0.13% of 410,000 active | Potency, µM (doses to about 38.3 µM), for inactives: top-dose activity change, negative = inhibition, actives largely listed as inhibitors;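 note: loss of luciferase light is scored as toxicity; potency is the fitted concentration of half-maximal effect; % is set by controls: 0 for no effect and ±100 for the full control effect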
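Step one: seed cells (200 cells/uL, DMEM with 10% Nu serum, 1% pen-strep). Step two: 12-hour incubation at 37 deg C. Step three: pin 23 nL compound, incubate 24 hr. Step four: add luciferase reagent, read luminescence 12 min later.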
PI5P4Ka inh – PI5P4K alpha (human) kinase inhibition; PI5P4Kalpha enzyme, ADP-Glo luminescence, 60 min; stronger effect = lower value; max response, %; 1.2% of 330,000 active; active = max response of -50% or lower; inconclusive = between -30% and -50%; inactive = -30% or higher; note: value at the top dose of about 77 µM; % is set by controls: 0 for no effect and ±100 for the full control effect
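Quantitative HTS of the MLSMR library against PI5P4Kalpha with substrate. ATP added last at 5 microM final; room temperature, 60 minutes. Remaining ATP depleted, ADP converted and read as luminescence.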
GLP1R ag – GLP-1 receptor (human) agonism | P43220 | HEK293 GLP-1R CRE-luciferase, luminescence, 4-6 h; cells express a hypersensitive GLP-1R form | Potency, µM (highest dose often 45.6 µM), for inactives: at the highest dose activation, usual class: activators | 0.007% of 380,000 active; note: potency is the fitted concentration of half-maximal effect; % of control where 0% means no effect
EPAC1 antag – antagonists of human EPAC1 | O95398 | EPAC1 GEF assay, Rap1b-BODIPY-GDP exchange fluorescence | Potency, µM (doses to about 115 µM), for inactives: at the highest dose activity change, negative = inhibition, usual class: inhibitors | 0.14% of 360,000 active | AID 720709;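 note: potency is the fitted concentration of half-maximal effect; plate controls were vehicle for no effect and positive control for full effect; nearly all actives have a fitted effect of over 50% in size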
GLP-1R inv ag – acts as inverse agonist at human GLP-1 receptor | P43220 | HEK293 GLP-1R CRE-luciferase, luminescence, 24 h; GLP-1R form is constitutively active | Potency, µM (titrated, usually from 38.3 µM), without a hit: at the top dose activity change, negative = inhibition, usual class: inhibitors | 1.6% of 410,000 active; note: potency is the fitted concentration of half-maximal effect; % is set by controls: 0 for no effect and ±100 for the full control effect; nearly all actives have a fitted effect of over 55% in size
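Luminescence readout: a drop in cAMP-driven luciferase signal flags inverse agonism at a constitutively active GLP-1R stably expressed in HEK293. Compound exposure lasted 24 hr at 37 deg C, 5% CO2.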
PTHR1 agonist – agonists of human PTHR1 parathyroid hormone receptor; Q03431; HEK293 GP2 PTHR1 cells, GloSensor cAMP luminescence, 1 h; Potency, µM (top dose mostly 115 µM), without a hit: top-dose activation, most hits filed as activators; 0.075% of 410,000 active; note: potency is the fitted concentration of half-maximal effect; nearly all actives have a fitted effect of over 55% in size; some results filed as inactive show a strong effect at the top dose; inactives centre near -15; many of its hits are not listed in these tables
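HEK-293-derived GP2 cells expressing PTHR1 and a GloSensor cAMP reporter, 3,000/well, plated overnight, given luciferin plus IBMX (each 0.5 mM as added) for 1 h at 37 °C, then compound for 1 h at 37 °C. Luminescence was read after 15 min at room temperature.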
The depositor's hits bear a star; i = inactive; ? = inconclusive; / = not tested or not shown; & = joins results of further samples; [ ] = another dose, or the depositor's remark. Unless noted, calls come from the whole dose curve; as a rule, active = well fitted curve in the direction sought with a large enough effect; inconclusive = small, poorly fitted or top-dose-only effect, or another doubt; inactive = no such curve, though single readings can be large; an effect the other way counts as inactive or inconclusive.

Results follow in this order: EPAC1 ag, IL2 activator, PLK1 PBD inh, GLP1R cytotox, PI5P4Ka inh, GLP1R ag, EPAC1 antag, GLP-1R inv ag, PTHR1 agonist
Cc1ncc([N+](=O)[O-])n1CC(=O)Nc1ccccc1F
 : 5%, -1.0, ?, 2%, -2, 6%, -4%, 8%, 3%
O=C(c1ccc2c(c1)OCO2)N(c1ccccc1)C1C=CS(=O)(=O)C1 (stereo not drawn)
 : 18%, 1.4, -9%, -15%, 3, 1%, -1%, -25%, -47%[inhibitor][57.5 µM]
CN1CCN(c2ccc(Cl)cc2NC(=O)c2cc(=O)[nH]c3ccccc23)CC1
 : 7%, 0.3, 0%, -30%, 10, 17%, -15%, ?, i
COC(=O)c1cc(C(=O)Nc2nnc(CC(C)C)s2)cc([N+](=O)[O-])c1
 : -9%, -0.1, -2%, 0%[1.53 µM], -1, -3%, 31%[activator], 6%, -13%
Cc1ccc(O)c(NC(=O)C2=CC(c3cccs3)=NS(=O)(=O)N2C)c1
 : -3%, -1.0, -5%, -17%&1%, 3, 3%, -6%, -10%&3%, -17%
O=C(NC1CCCC1)c1cnc2n(c1=O)CCS2
 : -2%, -2.9, -10%, -2%, 19, 7%, -1%, 6%, i
CCCCN1C[C@H](Cc2ccccc2)[C@@H](CC(=O)NCc2ccc(OC)cc2)C1=O
 : -9%, -3.5, -18%, 5%, 3, 9%, -11%, ?, -29%
COCc1nnc(NC(=O)c2ccc(S(=O)(=O)N(CC(C)C)CC(C)C)cc2)o1
 : -22%, -3.3, -13%, -24%, 4, -2%, -7%, ?, i
CCCCC(=O)N1CCCC(C(=O)OCC)C1 (stereo not drawn)
 : -8%, -2.7, -5%, 0%, 1, -9%, 13%, 6%, i
COc1ccccc1CNC(=O)c1c(O)nc2cc(C)ccn2c1=O
 : /, /, /, -15%, /, -1%, /, 5%, -50%[inhibitor]
CN1CCNC(=O)C1CC(=O)O (stereo not drawn)
 : 6%, -0.6, -5%, 2%, /, -10%, 22%, -7%, i
Cc1ccc(-c2csc(N(CCCN(C)C)C(=O)c3ccco3)n2)cc1
 : 3%, -5.0, -11%, ?, 32, 0%, 3%, ?, i
O=C(c1cc2n(n1)C(C(F)(F)F)CC(c1ccco1)N2)N1CCc2ccccc2C1 (stereo not drawn)
 : 4%, -0.7, -2%, -16%, 0, -9%, -9%, ?, -1%[57.5 µM]
COc1cc(C(=O)NCCc2sc(-c3ccc(C)cc3)nc2C)cc(OC)c1OC
 : /, /, /, -15%, /, 6%, /, -7%, -14%
COc1ccc(C(=O)C2CCCN(C(=O)c3cc(C)nc(C)n3)C2)cc1OC (stereo not drawn)
 : 1%, -2.1, 2%, -9%, -2, 22%, 7%, 68%[activator], i
COc1cc2[nH]c(=S)n(C3CCN(Cc4ccccc4)CC3)c(=O)c2cc1OC
 : -3%, 2.9, -2%, 2%, -2, 2%, -8%, -2%, -23%
Nc1nc(SCC(=O)c2cc3ccccc3o2)n[nH]1
 : 14%, -2.3, ?, 4%, -20, -6%, 2%, 21%, i
C[C@@H]1CN([C@@H](C)CO)C(=O)CCCn2cc(nn2)CO[C@H]1CN(C)S(=O)(=O)c1ccc(Oc2ccccc2)nc1
 : -2%, 1.5, -9%, 1%, 6, -3%, 8%, 17%, -17%
O=C1c2ccc(-c3ccc(F)cc3OCc3ccccc3)cc2S(=O)(=O)c2cccc(C(=O)N3CCN(c4ncc(Br)cn4)CC3)c21
 : -13%, -0.5, -22%, -13%, -9, 5%, -12%, -16%, 7%
Cc1ccc(-c2nnn(CC(=O)N(Cc3cccs3)C(C(=O)NC(C)(C)C)c3ccc(C)o3)n2)o1 (stereo not drawn)
 : 5%, 0.2, -5%, -9%, /, -7%, -1%, -5%, 15%[57.5 µM]
Cc1nc2c(OCc3ccc(F)c(F)c3)cccn2c1N(C)C(=O)CCC1CCCC1
 : -3%, -0.8, -10%, 2%, -9, 4%, -14%, ?, -23%
Cc1ccc(NC(=S)NCc2cccnc2)cc1
 : 3%, 0.4, -3%, 4%, 11, 0%, 4%, 0%, i
CCc1nc(N2CCCCC2C(=O)O)c2oc3ccccc3c2n1 (stereo not drawn)
 : 5%, 0.4, -1%, -7%, 0, -1%, -4%, -2%, i
CCOC(=O)NC(NS(=O)(=O)c1ccccc1)(C(=O)OCC)C(F)(F)F (stereo not drawn)
 : -1%, -2.1, -10%, 9%, 1, 4%, 1%, 5%, -13%
C=CCn1c(SCC(N)=O)nnc1-c1cc2c(s1)CCC(CC)C2 (stereo not drawn)
 : 2%, 1.0, 0%, -9%, -4, ?, -11%, 2%, -3%
O=C(Cn1ccc(NC(=O)OCc2ccccc2)nc1=O)NCCc1ccccn1
 : 3%, 0.2, -6%, 11%, -1, 0%, 8%, 12%, -20%
CCN(CC)S(=O)(=O)c1cccc(C(=O)N2CCCc3ccccc32)c1
 : 3%, -0.2, -2%, -5%, -1, 9%, -5%, ?, -18%
NC(=O)Cc1ccc2c(c1)[nH]c1ccccc12
 : 0%, -0.8, -3%, 4%, -5, -12%, 0%, 8%, -6%
Cn1c(CCN2CCCC2)nc2cc(NS(=O)(=O)c3ccccc3)ccc21
 : -3%, -3.6, -11%, -26%, 0, -1%, 1%, 57%[activator], -6%
CCn1c2ccccc2c2cc(/C=N/NC(=O)c3ccncc3)ccc21
 : 0%, 0.4, -5%, -8%, -10, 0%, -13%, ?, -5%
COc1ccc(-c2cn(-c3ccc(C)cc3)c(=O)n2CC(=O)Nc2ccc(OC)c(OC)c2)cc1
 : 16%, 2.9, -15%, 19%, 18, -4%, -18%, ?, i
CCOc1ccc(NC(=O)CSc2ccc(-c3cccnc3)nn2)cc1
 : -9%, 1.1, -5%, 7%, 3, 1%, 3%, 16%, -21%
Cc1nc2sc(C(c3ccccc3)N3CCN(CCO)CC3)c(O)n2n1 (stereo not drawn)
 : 3%, 2.2, -3%, 1%, 1, -2%, ?, 3%, i
COc1ccc(C2N(c3ccc(C)cc3)CCN2c2ccc(C)cc2)cc1O
 : 6%, 0.1, -5%, -1%, 0, 10%, 5%, ?, -37%[inhibitor]
CCn1c(Nc2ccccc2Cl)nc2ccccc21
 : 11%, 2.1, 27µM*, 22%, -18, 1%, 11%, ?, -14%
CC1CCCC(C)N1C(=O)Nc1cccc(Cl)c1 (stereo not drawn)
 : 1%, 0.2, 4%, -11%, 1, -9%, 4%, 3%, i
O=C(NNC(=O)c1ccccc1F)c1ccc(-n2cncn2)c([N+](=O)[O-])c1
 : 4%, 1.9, -9%, -2%, 5, -12%, -17%, 4%, i
CCCn1c(=O)c(C(=O)Nc2ccccc2C(=O)OCC)c(O)c2ccccc21
 : 1%, -3.8, 1%, -3%, /, -14%, 7%, 4%, i
N#Cc1c(NC(=O)Cn2nc(C(F)(F)F)c3c2CCCC3)sc2c1CCC2
 : 3%, -2.1, 3µM*, -2%, ?, 0%, 2%, 5%, i
CCOc1ccc(NCC(=O)N/N=C/C=C/c2ccccc2)cc1
 : 11%, 1.5, -3%, -6%, 9, 6%, -8%, -24%, -8%
N/C(=N\OC(=O)CCC1CCCC1)c1ccccn1
 : 5%, -1.3, 0%, -1%, -6, -1%, -11%, 25%, -56%[inhibitor]
CC[N+](CC)(CC(=O)Nc1c(C)cccc1C)Cc1ccccc1
 : -2%, 1.0, 2%, 0%, 8, 0%&3%, 5%, 3%, -12%
Cc1cc(C)c(S(=O)(=O)N(CC(=O)O)C2CCCCC2)c(C)c1
 : -2%, -0.6, -2%, -12%, 3, -7%, 6%, ?, i
O=c1[nH]c(N2CCOCC2)cc2ccccc12
 : -3%, 0.3, -4%, 54%[activator], -3, 2%, -29%, 18%, -11%
Cc1ccc(C(C)C)cc1OCC(=O)Nc1ccc(-n2cnnn2)cc1
 : -3%, 0.4, -1%, -10%, 0, -1%, -13%, ?, -9%
COc1cccc2c(=O)cc(C)n(CC(=O)Nc3ccccc3C)c12
 : 2%, -1.1, -8%, 14%, -3, 7%, 3%, 12%, i
CCC1(C)Cc2nc3[nH]c(=S)n(-c4ccccc4C)c(=O)c3cc2CO1 (stereo not drawn)
 : 2%, -4.0, -3%, -2%, -3, -3%, ?, 2%, -23%
O=C1NC(N2CCOCC2)=N/C1=C/c1ccc2c(c1)OCO2
 : 9%, 3.0, -1%, 5%[7.66 µM], 6, -2%, -1%, 10%[7.66 µM], i
Clc1ccc(-c2nnn3c2nc(NC2CCCCC2)c2ccccc23)cc1
 : /, /, /, -4%, /, -1%, /, 10%, i
CCCCCN(C(=O)CCC(=O)OC(C)C(=O)NCc1ccccc1)c1c(N)n(CCCC)c(=O)[nH]c1=O (stereo not drawn)
 : 9%, 0.9, -3%, 7%, 11, 11%, -12%, 3%, i
O=C(O)C1=CCCN(CCON=C(c2ccccc2)c2ccccc2)C1
 : -20%, 0.4, 2%, -2%, 2, 0%, -6%, 0%, -22%
CCOC(=O)c1ccccc1NC(=O)CSc1nnnn1C1CCCCC1
 : 7%, -3.3, -6%, 0%, /, 12%, 0%, -21%, 18%[57.5 µM]
CCOC(=O)C(NC(=O)c1ccccc1F)(Nc1cc(C)on1)C(F)(F)F (stereo not drawn)
 : -4%, 0.1, 2%, -22%, -6, -2%, 8%, 1%, -10%
Cc1ccc(S(=O)(=O)/N=C(/Nc2cccc3ccccc23)c2ccc(F)cc2)cc1
 : 0%, -2.1, -4%, -8%, 12, 12%, -24%, ?, -11%
Cc1cc(C)n(Cc2ccc(NC(=O)c3nn(C)cc3[N+](=O)[O-])cc2)n1
 : 1%, -2.3, -1%, -33%, /, -1%, 8%, 0%, -8%[57.5 µM]
CCC1CCCCN1CCCNC(=O)C1CCC(CNS(=O)(=O)c2c(C)cc(C)cc2C)CC1 (stereo not drawn)
 : 3%, -2.3, -16%, 0%, 0, -5%, -10%, ?, 17%
N#C/C(=C/C1=C(N2CCOCC2)C(=C/c2cccc([N+](=O)[O-])c2)/CC1)C(=O)Nc1ccccc1F
 : -2%, -2.5, 4%, -12%, -10, -12%, 1%, 4%, -16%

The list is partial; rates above refer to the full screens.
